# V-ATPase pH = regulators of yeast V-ATPase proton transport | S. cerevisiae, pHLuorin cytosolic pH fluorescence | response, % at 10 µM | actives 0.37% (n = 350,000) | AID 504577; in the data active means response mostly above about 7.3%, no sharp cut-off; inactive means mostly below about 5.4%; further: actives read high; inactives centre near 0; some compounds called inactive have numbers as strong as hits; reference of the scale not given here
# Keap1 Nrf2 FP = inhibitors of human Keap1-Nrf2 protein-protein interaction; Q14145; Keap1 Kelch-Nrf2 peptide fluorescence polarization, 1536-well; inhibition, % at 9.4 µM; actives 0.15% (n = 340,000); in the data active means inhibition above about 12%; inconclusive means no clear call, values can overlap the other calls; inactive means below about 7.3%;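 further: human Keap1 Kelch domain with fluorescein labeled Nrf2 9mer peptide probe; 0% = neutral control wells and 100% = peptide positive control; higher means more block of Keap1 binding to Nrf2 peptide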
# Cardiac RTF inh = cardiac RTF calcium desensitization | inhibition, % at 7.15 µM | P19429+P45379 | actives 0.12% (n = 340,000) | IANBD-labeled cardiac RTF, Ca2+ fluorescence;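 active means inhibition above the mean inhibition of all tested compounds plus 3 SD, cut at about 17% in these data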;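 further: assay run at fixed EC70 calcium of 1.6 mM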
# OPRM1-OPRD1 inv = inverse agonist of human OPRM1-OPRD1 heterodimerization | P35372+P41143 | cell-based MOR-DOR heterodimer luminescence, inverse agonism | inhibition, % at 9.3 µM | actives 0.21% (n = 340,000) | AID 504357; in the data active means inhibition above about 22%, passing the limit was not always enough;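 further: 0% = cells with DMSO and 100% = wells without cells with DMSO; values of inactives mirror those of a sister screen read the other way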
# Target sequence (P35372 whole entry, looked up): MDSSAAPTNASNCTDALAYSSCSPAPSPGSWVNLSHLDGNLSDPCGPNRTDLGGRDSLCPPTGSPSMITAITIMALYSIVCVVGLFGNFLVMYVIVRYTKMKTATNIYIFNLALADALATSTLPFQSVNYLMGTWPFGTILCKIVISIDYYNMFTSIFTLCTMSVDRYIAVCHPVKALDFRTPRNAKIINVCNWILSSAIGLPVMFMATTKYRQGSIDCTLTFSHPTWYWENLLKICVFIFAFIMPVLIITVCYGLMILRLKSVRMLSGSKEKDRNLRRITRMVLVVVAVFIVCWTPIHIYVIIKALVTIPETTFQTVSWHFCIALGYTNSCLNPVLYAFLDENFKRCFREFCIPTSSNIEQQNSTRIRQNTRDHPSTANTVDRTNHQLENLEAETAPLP
# Target sequence (P41143 whole entry, looked up): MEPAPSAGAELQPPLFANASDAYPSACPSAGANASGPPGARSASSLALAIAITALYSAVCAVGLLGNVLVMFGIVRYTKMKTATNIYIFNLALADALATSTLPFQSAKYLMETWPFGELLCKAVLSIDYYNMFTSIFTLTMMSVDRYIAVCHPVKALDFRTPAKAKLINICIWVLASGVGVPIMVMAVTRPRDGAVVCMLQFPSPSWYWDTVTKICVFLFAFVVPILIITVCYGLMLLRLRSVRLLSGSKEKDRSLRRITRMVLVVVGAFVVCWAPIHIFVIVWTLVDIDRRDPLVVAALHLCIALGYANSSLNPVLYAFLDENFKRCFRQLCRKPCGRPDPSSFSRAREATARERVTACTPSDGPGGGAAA
# Wnt bcat act = Wnt/beta-catenin pathway activation; actives 1.2% (n = 300,000); Wnt/beta-catenin reporter cell assay, activator, plate reader; activation, % at 9.35 µM; in the data active means activation above about 30%, passing the limit was not always enough; inconclusive means no clear call, values can overlap the other calls;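 further: 0% = neutral control wells and 100% = positive control wells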
# DSG3 Ab inh = human desmoglein-3 autoantibody binding inhibition; P32926; DSG3-coupled beads, scFv-anti-DSG3-GFP binding, flow cytometry; stronger effect = lower value; binding (percent of control), % at 10 µM; actives 0.48% (n = 310,000);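 active means binding more than 3 SD below its plate's average and above zero; inconclusive means below that plate limit but binding exactly zero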;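 further: hits lower antibody fragment binding to DSG3; some compounds called inactive have numbers as strong as hits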
# RTF Ca sens act = cardiac RTF calcium sensitization. IANBD-labeled TnC RTF fluorescence at EC20 calcium; 0% EC20 calcium, 100% full calcium. AID 493008. activation, % at 7.2 µM. actives 0.24% (n = 340,000);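 active means activation above the mean over all tested compounds plus 3 SD, cut at about 30% in these data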;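 further: rise in fluorescence read as greater calcium sensitivity of cardiac thin filaments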
# MOR-DOR ag = OPRM1-OPRD1 heterodimerization agonism. P35372+P41143. cells, luminescence. activation, % at 9.3 µM. actives 0.3% (n = 340,000). AID 504326; in the data active means activation above about 18%;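 further: 0% = vehicle-treated cells and 100% = reference agonist; values of inactives mirror those of a sister screen read the other way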
# LANA DNA inh = KSHV C-LANA DNA binding inhibition | inhibition, % at 9 µM | actives 0.078% (n = 340,000) | MBP-C-LANA/FAM-LBS DNA binding, fluorescence polarization;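 active means highest replicate inhibition at or above 60% at 9 µM, even if other replicates fall short; inactive means all replicates below 60% inhibition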;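 further: 0% = neutral control wells and 100% = 4 µM acridine orange control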
# Arrestin-AP2 inh = human beta-arrestin and AP2 interaction inhibition; FITC-arrestin peptide / GST-AP2 beads, flow cytometry; AP2 beta2 appendage carries R879A mutation; inhibition, % at 10 µM; actives 0.31% (n = 340,000);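 active means inhibition above a set limit, near 3 SD of compounds lacking own fluorescence, cut at about 54% in these data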;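 further: plate controls were DMSO wells for no effect and 5 µM unlabelled arrestin peptide for full effect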
#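 System: GST-AP2 R879A bound to glutathione beads, E. coli-expressed. Also added: 50 nM FITC-arrestin peptide. Schedule: compound with beads 12 min RT, then probe 1 h RT. Signal: bead flow cytometry, FITC channel. Read-out basis: percent response.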
# The depositor's hits bear a star; ? = inconclusive; nt = not tested or not shown.
SMILES,V-ATPase pH,Keap1 Nrf2 FP,Cardiac RTF inh,OPRM1-OPRD1 inv,Wnt bcat act,DSG3 Ab inh,RTF Ca sens act,MOR-DOR ag,LANA DNA inh,Arrestin-AP2 inh
O=C1CN(C(=O)COC(=O)CCS(=O)(=O)c2ccccc2)c2ccccc2N1,-5,-3,-5,11,2,108,4,-2.8,0.6,-2
COC(=O)c1sccc1OC(C)C(C)=O (centres undefined),-3,0,-3,11,9,91,-2,-2.2,-0.8,7
COc1cccc(/C=N\NC(=O)C2=NNC(=O)C2C)c1O (centres undefined),3,-5,-7,-2,5,106,-7,0.4,0.7,-7
c1ccc(Cc2cc[n+](Cc3ccccc3)cc2)cc1,1,-3,7,14,-2,103,6,-2.9,3.9,0
COc1ccc2c(c1)N(C)C(=O)CC(c1ccccc1)=N2,0,-4,-2,12,1,107,-4,-2.9,0.6,0
O=C(NCc1ccccc1)C1CCCN(C(=O)Nc2ccccc2)C1 (centres undefined),-5,-1,-6,-2,nt,100,-3,0.5,0.9,5
CC(C)c1ccc(NC(=O)C2CCCN(S(=O)(=O)c3cnc[nH]3)C2)cc1 (centres undefined),1,-1,-7,-2,-3,109,4,0.3,-0.4,-3
COc1ccc(OC(C)C(=O)NC(C)c2ccccc2)cc1 (centres undefined),10,-5,-6,-2,7,102,-5,0.4,2.0,4
CN(C)S(=O)(=O)c1cccc(NC(=O)COC(=O)/C=C/c2cccs2)c1,3,-3,3,-4,0,99,2,0.8,1.6,12
O=C(NNc1nc(-c2ccccc2)cs1)c1ccccc1,-2,-6,-4,2,nt,93,-1,-0.4,-1.4,-1
Cc1c(C(=O)N(Cc2cccc(Br)c2)C2CCS(=O)(=O)C2)oc2ccc(F)cc12 (centres undefined),5,-4,-3,-39,0,94,-6,7.6,0.0,-5
CCCCC(=O)NS(=O)(=O)c1ccc(N=NN2CCOCC2)cc1,3,-2,4,10,0,95,8,-1.9,-2.9,41
CC(C)CC(=O)Nc1ccc(S(=O)(=O)N2CCCC2)cc1,-3,3,-7,19,-1,123,1,-4.0,1.5,-17
CCOc1ccc(-c2nnn(CC(=O)NCc3cccs3)n2)cc1,nt,7,-5,6,-2,98,-5,-1.0,7.9,44
O/N=C(/c1ccc(F)cc1)C1CC1c1c(F)cccc1Cl (centres undefined),-1,-5,-2,-41,-2,93,0,7.3,-2.3,13
O=c1cc(CN2CCN(S(=O)(=O)/C=C/c3ccccc3)CC2)c2ccc(O)cc2o1,4,4,-3,4,nt,99,-1,-0.7,2.9,-3
CCn1cc(C(=O)N2CC(C)CC(C)C2)c(=O)c2cc(S(=O)(=O)N3CCOCC3)ccc21 (centres undefined),0,1,-6,11,-8,104,0,-2.3,-0.6,-1
CCc1nn2cc(-c3ccccc3)nc2s1,2,-3,-4,2,-19,110,-1,-0.4,-0.6,-2
CC(Cl)C(=O)NNC(=O)CNS(=O)(=O)c1ccccc1 (centres undefined),-2,4,-1,10,-1,97,2,-1.9,0.8,1
COc1ccccc1N1CCN(C(=O)c2cn(-c3ccccc3)nc2-c2cccnc2)CC1,-1,-5,-2,-11,nt,106,18,1.9,-1.8,-1
CCOc1ccc(NS(=O)(=O)c2ccc(NC(=S)NC(=O)CC(C)C)cc2)cc1,-3,-5,-1,-9,nt,109,-5,1.8,9.9,7
O=C(CSc1nc(-c2ccccc2)nc2c1Cc1ccccc1O2)Nc1ccc(C(=O)O)cc1,0,-4,20*,8,1,92,-15,-1.5,0.9,1
CCCOc1ccc(C2=CSC3=NCCN23)cc1[N+](=O)[O-],1,3,-7,14,-2,98,-1,-3.1,-2.5,9
CCN1CCN(CCc2nc3cc([N+](=O)[O-])ccc3n2C)CC1,0,-1,2,14,-3,93,0,-2.8,-1.1,-7
COc1ccc(CNC(=O)COC(=O)c2ccc(OCC3CCCO3)cc2)cc1 (centres undefined),0,-5,-7,17,-5,109,6,-4.2,1.5,-3
CCOc1ncccc1C(=O)Nc1ccc(F)c(Cl)c1,-1,-1,-2,12,1,99,-1,-2.3,-0.7,-3
COc1ccc(-c2nc(-c3cccc(C)c3)nc(N3CCN(C)CC3)c2C#N)cc1,0,2,0,13,nt,nt,-7,-3.0,-1.9,28
CCN(CC)Cc1nc2sc(C)c(C)c2c(=O)[nH]1,3,-5,3,11,-1,99,5,-2.2,0.0,-2
Cc1cccc(N(CC(=O)NC(C)(C)C)C(=O)CNC(=O)c2cccs2)c1C,-2,1,-8,18,-3,79,-4,-3.4,-0.7,10
CC1CC(C)CN(CCOc2cccc(Cl)c2Cl)C1 (centres undefined),-1,-2,-1,-33,-1,103,3,6.3,-1.0,46

# Some entries already given with just MOR-DOR ag, LANA DNA inh and Wnt bcat act.
Molecule | MOR-DOR ag | LANA DNA inh | Wnt bcat act
CCCOc1ccc(C2=CSC3=NCCN23)cc1[N+](=O)[O-] | -3.1 | -2.5 | -2
CCN1CCN(CCc2nc3cc([N+](=O)[O-])ccc3n2C)CC1 | -2.8 | -1.1 | -3
COc1ccc(-c2nc(-c3cccc(C)c3)nc(N3CCN(C)CC3)c2C#N)cc1 | -3.0 | -1.9 | nt

# New compounds follow
SMILES,V-ATPase pH,Keap1 Nrf2 FP,Cardiac RTF inh,OPRM1-OPRD1 inv,Wnt bcat act,DSG3 Ab inh,RTF Ca sens act,MOR-DOR ag,LANA DNA inh,Arrestin-AP2 inh
O=C(Nc1ccccc1C(=O)N1CCOCC1)c1ccc(CSc2ccccc2)cc1,2,-3,2,-5,-1,102,-1,1.0,-1.1,4
Cc1c(C(=O)N2CCCCC2)sc(NC(=O)C23CC4CC(CC(C4)C2)C3)c1C#N,-3,-8,-8,15,nt,111,6,-2.6,0.8,-5
CCCC(=O)Nc1ccc(Cl)c(NC(=S)NC(=O)C(C)C)c1,-1,-3,8,13,-5,83,0,-2.1,-1.0,1
CCCOCC1CC(CCc2nc(=S)[nH][nH]2)C(=O)O1 (centres undefined),2,-7,-1,22,-3,116,6,-4.1,-0.1,7
O=C(Nc1ccccc1F)c1cc(S(=O)(=O)N2CCOCC2)ccc1N1CCOCC1,3,-2,3,12,-1,113,0,-2.1,-1.5,6
C[C@@H]1[C@@H](Sc2ccccc2)CC(=O)O[C@@H]1c1ccc(-c2ccccc2)cc1,-2,-5,0,-12,4,105,-3,2.0,3.6,-4
CN(C)c1nc(N)c2ncc(=S)[nH]c2n1,0,4,-4,7,-1,92,14,-1.2,2.3,54
Cc1nn(C)c(C)c1S(=O)(=O)N1CCC(C(=O)Nc2ccc3c(c2)OCCO3)CC1,0,-2,-7,9,-9,111,-11,-1.9,0.7,-8
CC(=O)N(c1ccc(Cl)cc1)c1nc(C)cc(C)c1C#N,-1,5,-5,-10,-4,101,-1,1.9,-3.4,16
COCC1CCN(Cc2c(C(=O)N3CCN(C4CCCCC4)CC3)nc3ccccn23)C1 (centres undefined),0,-3,-13,0,-3,98,10,0.1,2.2,18
O=C(Cn1cnc2cc([N+](=O)[O-])ccc2c1=O)NC(c1ccccc1)c1ccccc1,2,-2,4,-119,-3,93,0,16,0.3,3
COc1ccc(N(C(C)=O)C2C=CS(=O)(=O)C2)c(OC)c1 (centres undefined),1,2,-5,11,-1,100,0,-2.0,0.3,-42
O=C(NCCc1ccccc1)C1CCC(Cn2c(=O)c3ccccc3n(Cc3cccnc3)c2=O)CC1 (centres undefined),3,-2,1,10,nt,nt,3,-1.9,2.3,-13
COC(=O)[C@H](Cc1ccccc1)NC(=O)c1cc(COc2c(F)cccc2F)on1,1,-6,-8,3,18,nt,-3,-0.6,-1.3,3
CCO/C(C)=N/n1c2nc3ccccc3nc2c2c(=O)n(CC(C)C)c(C)nc21,4,-7,1,11,-1,99,3,-2.0,0.4,5
O=C(NCc1ccc(Cl)cc1Cl)Nc1ccccc1,-2,-1,-1,-27,46*,110,2,5.0,0.3,35
CCCOc1ccc(-c2nnc(-c3ccncc3)o2)cc1,-2,1,5,4,nt,nt,2,-0.8,-0.4,8
O=C(CSc1n[nH]c(-c2ccccc2)n1)Nc1ccc(Br)cn1,1,-6,4,-10,nt,105,3,1.8,-1.5,-10
COc1ccc(N2CCN(C(=S)Nc3ccc(C)cc3C)CC2)cc1,-7,-1,16,-7,0,85,-5,1.2,-1.6,5
O=C(O)C1CC(=O)N(c2ccc(F)c(F)c2)C1 (centres undefined),14,-4,-2,5,nt,119,-4,-1.3,0.4,8
O=C(O)c1cccc(NCc2cccnc2)c1,2,6,0,1,nt,94,-7,-0.3,-2.9,20
COc1ccc(CC(=O)NNS(=O)(=O)c2ccc([N+](=O)[O-])cc2)cc1OC,0,2,6,-6,-2,102,0,0.8,-0.3,20
O=C(/C(=C/O)N=Nc1cccc(C(F)(F)F)c1)c1ccccc1,1,2,4,3,nt,105,8,-0.5,0.3,6
O=C(N/N=C/c1ccc([N+](=O)[O-])o1)c1cn2ccc3ccccc3c2n1,1,?,-4,1,8,nt,4,-0.2,27,1
O=C(Nc1ccc2c(c1)OCCO2)C1CCN(S(=O)(=O)c2ccc3c(c2)OCCO3)CC1,-2,8,2,-8,-2,104,-4,1.6,0.8,3
O=C(COC(=O)c1ccccc1O)NCC1COc2ccccc2O1 (centres undefined),7,0,11,12,2,102,0,-3.1,0.8,40
O=S1(=O)NC(=NCc2ccccc2)c2ccccc21,2,-4,-7,15,-1,nt,-2,-2.7,0.8,6
COc1cc(OC)cc(-c2cc3cc(F)ccc3cn2)c1,-4,3,-1,-23,39*,108,-9,3.9,-2.2,32
COc1cc(/C=C/C(=O)c2ccc(C)c([N+](=O)[O-])c2)cc(OC)c1O,-1,-9,-1,20*,-1,105,9,-3.6,0.6,8
Cc1[nH]n(-c2ccccc2)c(=O)c1/C=C1\C=NN=C1c1ccccc1,-2,2,2,-13,0,nt,-4,2.6,-0.8,1
Cc1c(C)c(C)c(CN2CCSCC2)c(C)c1C,-2,-3,1,-3,5,nt,2,0.5,-0.2,-1
Cc1ccc(-c2nn3c(C)nnc3s2)cc1NC(=O)CSc1ccc(Cl)cc1,7,-2,-11,-4,nt,108,6,0.7,0.3,5
CCOC(=O)c1c(NC(=O)C2CC2)sc(C)c1CC,-1,-4,-2,-59,2,103,1,9.8,0.2,-2
Cc1cc(C)n(CCNc2nc3nonc3nc2N2CCCCC2)n1,4,0,-11,9,-2,100,2,-1.7,-0.5,-8
C/C(=N\NC(=O)c1c[nH]c2ccccc12)c1ccc2c(c1)OCO2,2,3,3,-5,0,103,0,0.7,-0.7,-3
CCCc1c(C(=O)N/N=C(\C)CCc2ccc(OC)cc2)nnn1-c1nonc1N,5,-5,3,-7,1,nt,-3,1.4,-0.3,1

# Shown as tab-separated lines: part of the list above.
canonical_smiles	V-ATPase pH	Keap1 Nrf2 FP	Cardiac RTF inh	OPRM1-OPRD1 inv	Wnt bcat act	DSG3 Ab inh	RTF Ca sens act	MOR-DOR ag	LANA DNA inh	Arrestin-AP2 inh
Cc1ccc(-c2nn3c(C)nnc3s2)cc1NC(=O)CSc1ccc(Cl)cc1	7	-2	-11	-4	nt	108	6	0.7	0.3	5
Cc1c(C)c(C)c(CN2CCSCC2)c(C)c1C	-2	-3	1	-3	5	nt	2	0.5	-0.2	-1
